Bioassay records (PubChem BioAssay)
IMPase Li inh – membrane-permeable IMPase blocker, potentiated with lithium | CHO-M1 cells, IP1 TR-FRET (IP-One), carbachol + lithium | Potency, µM (highest dose often 59.4 µM), inactives show top-dose activity, negative = IMPase inhibition, usual class: inhibitors | hit rate 0.35% among 210,000 | AID 1457;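 note: IP1 builds up when IMPase is blocked and the TR-FRET signal falls; potency is the fitted concentration of half-maximal effect; plate controls were basal vehicle for no effect and high inhibitor control for full effect; nearly all actives have a fitted effect of over 50% in size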
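CHO cells stably expressing M1 receptor (2000/well) were cultured 16–30 h, then exposed to compounds with a small lithium addition for 30 min at 37C. IP1 was measured by TR-FRET competition; AC50 from Hill fits.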
Luc counter – counter-screen: inhibitors of Kinase-Glo firefly luciferase. Q27757. Kinase-Glo luciferase, ATP luminescence, 8 min. Potency, µM (series often up to 38.3 µM), inactives show at the top dose activity change, negative = inhibition, most hits filed as inhibitors. hit rate 0.28% among 200,000; note: potency is the fitted concentration of half-maximal effect; % is set by controls: 0 for no effect and ±100 for the full control effect; nearly all actives have a fitted effect of over 60% in size
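Kinase-Glo luciferase light output from ATP and luciferin was measured with 10 uM ATP, within the enzyme's linear range. Buffer: 50 mM imidazole pH 7.2, 50 mM KCl, 7 mM MgCl2, 0.01% Tween 20, 0.05% BSA; luminescence read after 8 min at ambient temperature.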
Epigenetic derep – regulators of epigenetic silencing causing reporter derepression in mouse cells; murine LDR cells, GFP reporter derepression, 30 h; hit rate 0.2% among 280,000; Potency, µM (doses to about 53.9 µM), for the others: at the highest dose GFP activation, usual class: activators; note: potency is the fitted concentration of half-maximal effect; % of control where 0% means no effect; nearly all actives have a fitted effect of over 60% in size
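Reporter derepression read as number of fluorescent GFP-positive objects, 20-120 um in size, counted by laser-scanning cytometer. Mouse LDR line with an epigenetically silenced CMV-GFP locus; compound incubation 30 h, 37 C.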
L3MBTL1 inh – blocks human L3MBTL1. hit rate 0.66% among 230,000. Q9Y468. AlphaScreen L3MBTL1–H3K9me1 peptide binding. Potency, µM (doses to about 57.1 µM), for inactives: top-dose activity, negative = inhibition, most hits filed as inhibitors; note: potency is the fitted concentration of half-maximal effect; % is set by controls: 0 for no effect and ±100 for the full control effect; nearly all actives have a fitted effect of over 60% in size
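Read-out is AlphaScreen signal from streptavidin donor and nickel chelate acceptor beads (10 ug/mL final each) bridging L3MBTL1 (50 nM) and biotinylated K9-monomethylated H3(1-15) peptide (75 nM), after 30 min compound exposure at room temperature.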
NPSR antag – antagonists of human neuropeptide S receptor cAMP signaling; Q6W5P4; CHO-NPSR cells, cAMP TR-FRET, antagonist mode; Potency, µM (top dose mostly 38.3 µM), for inactives: at the highest dose activity change, negative = inhibition, actives largely listed as inhibitors; hit rate 1% among 220,000; AID 1461; note: potency is the fitted concentration of half-maximal effect; % is set by controls: 0 for no effect and ±100 for the full control effect; nearly all actives have a fitted effect of over 50% in size; many of its hits are not listed in these tables
Target sequence (Q6W5P4 whole entry, looked up): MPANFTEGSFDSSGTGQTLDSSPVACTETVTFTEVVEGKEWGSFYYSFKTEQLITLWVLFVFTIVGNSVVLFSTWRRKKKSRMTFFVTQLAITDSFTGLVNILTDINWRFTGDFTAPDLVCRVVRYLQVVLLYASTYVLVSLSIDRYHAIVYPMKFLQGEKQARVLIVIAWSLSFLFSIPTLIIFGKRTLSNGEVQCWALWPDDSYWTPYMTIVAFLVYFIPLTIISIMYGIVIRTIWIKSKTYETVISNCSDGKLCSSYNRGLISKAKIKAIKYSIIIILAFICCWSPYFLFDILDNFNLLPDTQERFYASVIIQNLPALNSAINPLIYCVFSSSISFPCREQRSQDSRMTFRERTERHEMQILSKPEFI
HttQ103 aggreg – mutant huntingtin aggregation inhibition; AID 1688; hit rate 1.1% among 220,000; Potency, µM (series often up to 46.1 µM), without a hit: at the highest dose activity change, negative = inhibition, actives largely listed as inhibitors; PC12 HttQ103-GFP aggregates, Acumen cytometry, 40 h; note: potency is the fitted concentration of half-maximal effect; % is set by controls: 0 for no effect and ±100 for the full control effect; nearly all actives have a fitted effect of over 60% in size
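PC12/HTTQ103-GFP, ecdysone-inducible; teb 100 nM; cpd qHTS titration; GFP aggregates read on laser cytometer, Ex 488/Em 500-530 nm.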
CBFb RUNX1 block – inhibitors of human CBF-beta and RUNX1 interaction; Potency, µM (top dose mostly 59.8 µM), inactives show at the highest dose activity, negative = inhibition, usual class: inhibitors; Q01196+Q13951; AlphaScreen CBFb-His/RUNX1-biotin binding, biochemical; 230,000 tested, under 10 active; note: % of control where 0% means no effect
Target sequence (Q01196 whole entry, looked up): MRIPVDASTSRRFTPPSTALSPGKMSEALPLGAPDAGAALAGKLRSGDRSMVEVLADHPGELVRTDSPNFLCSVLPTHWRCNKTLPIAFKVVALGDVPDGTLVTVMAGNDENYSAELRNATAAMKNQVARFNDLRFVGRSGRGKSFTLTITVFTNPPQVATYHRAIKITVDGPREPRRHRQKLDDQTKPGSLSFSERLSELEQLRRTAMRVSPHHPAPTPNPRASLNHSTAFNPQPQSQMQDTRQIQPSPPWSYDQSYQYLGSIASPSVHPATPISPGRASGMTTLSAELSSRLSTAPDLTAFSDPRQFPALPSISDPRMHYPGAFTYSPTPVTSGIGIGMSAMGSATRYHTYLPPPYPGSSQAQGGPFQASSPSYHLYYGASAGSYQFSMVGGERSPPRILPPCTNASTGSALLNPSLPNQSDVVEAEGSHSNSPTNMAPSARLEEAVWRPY
Target sequence (Q13951 whole entry, looked up): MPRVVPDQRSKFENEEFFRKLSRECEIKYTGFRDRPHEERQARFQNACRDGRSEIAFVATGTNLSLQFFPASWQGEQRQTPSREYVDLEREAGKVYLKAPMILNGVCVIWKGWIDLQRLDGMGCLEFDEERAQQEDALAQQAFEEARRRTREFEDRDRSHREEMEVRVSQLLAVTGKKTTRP
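Room-temperature protein-protein interaction test with 30 nM each of His-tagged CBF-beta and biotinylated RUNX1, 15 min with compound, then 90 min with nickel plus streptavidin beads. Signal read in AlphaScreen mode.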
* marks the source's active call; other numbers are inactive results; ? = inconclusive; · = not tested or not shown; & = joins results of further samples; [ ] = another dose, or the depositor's remark. Calls come from the whole dose curve; as a rule, active = well fitted curve in the direction sought with a large enough effect; inconclusive = small, poorly fitted or top-dose-only effect, or another doubt; inactive = no such curve, though single readings can be large; an effect the other way counts as inactive or inconclusive. This is a subset; rates above refer to the full screens.

canonical_smiles,IMPase Li inh,Luc counter,Epigenetic derep,L3MBTL1 inh,NPSR antag,HttQ103 aggreg,CBFb RUNX1 block
COCCNc1nnc(SCC(=O)c2ccc3c(c2)OCO3)s1,-2%[38.3 µM],-4%,-3.2%,34%,-20%[46.1 µM],-7%,-6%
COc1cc(OC)c(OC)cc1CN1CCN(S(=O)(=O)c2ccc(F)cc2)CC1,-5%[38.3 µM],-4%,-1.0%,·,-4%[46.1 µM],16%,3%
COc1ccc(NC(=O)CC23CC4CC(CC(C4)C2)C3)cn1,7%,0%,1.1%,·,9%,-1%,1%
CC(C)(C)NC(=O)C(c1ccc(OCC(N)=O)cc1)N(C(=O)c1cccnc1)C1CC1 (stereo unspecified),-3%[38.3 µM],1%,-1.2%,7%,-6%[46.1 µM],-3%,4%
COCCn1c(SCC(=O)Nc2ccc3c(c2)CCC3)nc2ccccc2c1=O,2%,-1%,2.0%,3%,-15%,1%,19%
Cn1cc(C(=O)c2ccc(Cl)cc2Cl)cc1C(=O)N/N=C(\N)COc1ccccc1,19%[38.3 µM],1%,-0.1%,·,-12%[46.1 µM],?,-7%
CCCNC(=S)N1CCC(NC(=O)C23CC4CC(CC(C4)C2)C3)CC1,-2%,0%,2.4%,6%,?,-9%,3%
CCOC(=O)CN1C(=O)N[C@@H](c2ccc(Br)cc2)C(C(C)=O)=C1C,-2%&-2%,0%&-4%,-1.1%&1.1%,3%,5%,0%,1%&-4%
Cc1ccc(-n2[nH]c(C)c(/C=N/N3C(=O)c4cccc5cccc(c45)C3=O)c2=O)cc1,17%,?,?,7%,38%,10%[9.22 µM],6%
CCN(CC)CCNc1ccnc2cc(Cl)ccc12,7%,1%,-0.9%,4%,1%[46.1 µM],?,-1%

Results in NPSR antag, for 3 of the compounds above:
compound,NPSR antag
Cc1ccc(-n2[nH]c(C)c(/C=N/N3C(=O)c4cccc5cccc(c45)C3=O)c2=O)cc1,38%
COCCNc1nnc(SCC(=O)c2ccc3c(c2)OCO3)s1,-20%[46.1 µM]
COCCn1c(SCC(=O)Nc2ccc3c(c2)CCC3)nc2ccccc2c1=O,-15%

Other results follow.
canonical_smiles,IMPase Li inh,Luc counter,Epigenetic derep,L3MBTL1 inh,NPSR antag,HttQ103 aggreg,CBFb RUNX1 block
O=C(O)CCC(=O)Nc1cc(C(F)(F)F)cc(C(F)(F)F)c1,·,·,0.0%,9%,0%,-8%[9.22 µM],6%
CCn1c(CSCc2ccc(C)cc2)nnc1SCC(=O)N1CCN(c2ccccc2)CC1,40%[activator][38.3 µM],17%,-0.1%,·,-19%[46.1 µM],?,5%
COc1ccc(OCCSc2nnc(CCNC(=O)c3ccc(OC)cc3)n2C)cc1,6%[38.3 µM],-1%,0.0%,2%,-1%[46.1 µM],7%,3%
COc1ccc(Cn2nnnc2CN2CCC(c3nc4ccccc4s3)CC2)cc1,17%[38.3 µM],-2%,0.8%,-6%,?,-28%,2%
COc1ccc(CCNC(=O)COC(=O)c2cc(OC)c(OC)cc2OC)cc1,0%,1%,-0.5%,10%,3%,26%,16%
COC(=O)c1ccc(-c2nc(-c3cccs3)no2)cc1,5%[38.3 µM],?,0.8%,9%,-4%[46.1 µM],-1%,12%
O=C1NC(C(F)(F)F)(C(F)(F)F)N=C2SC=CN12,·,·,-1.0%,3%,21%,30%[9.22 µM],8%
COCc1cc(C)nc2sc(C(=O)OC)c(N)c12,3%[38.3 µM],1%,0.0%,31%[activator],-15%[46.1 µM],2%,17%
CCn1c(C(C)NC(=O)c2ccc(Cl)cc2)n[nH]c1=S (stereo unspecified),-1%,0%,4.5%,·,1%,-18%,4%
CC(=O)/C(N=Nc1cc(C)ccc1O)=C(\C)O,3%,-12%,-5.6%,-5%,16%,-6%[9.22 µM],-6%

New compounds follow:
canonical_smiles,IMPase Li inh,Luc counter,Epigenetic derep,L3MBTL1 inh,NPSR antag,HttQ103 aggreg,CBFb RUNX1 block
CC(=O)Nc1ccc(C(=O)OCC(=O)NCc2ccc(Cl)cc2)cc1,-4%,8%,0.0%,·,6%,-8%,-5%
COc1ccc(CNC(=O)C2CCCN(c3nccc(C)n3)C2)cc1 (stereo unspecified),14%,-5%,0.0%,-6%,-1%[46.1 µM],11%,7%
O=C(CSc1nnc(CCCN2C(=O)c3cccc4cccc(c34)C2=O)n1-c1ccccc1)N1CCN(CCO)CC1,12%,1%,0.0%,-3%,21%,15%,5%
CCNC(=S)NNC(=O)CCn1cc(C)cn1,-2%,0%,-0.9%,10%,8%,?,-16%
CC(SCc1ccccc1)C(=O)Nc1ccccc1-c1ccccc1 (stereo unspecified),17%,1%,0.0%,25%,?,-22%,0%
C=CCc1cccc2cc(C(=O)N(CC)CC)c(=O)oc12,-5%[38.3 µM],0%,-0.6%,0%,-6%[46.1 µM],17%,3%
Cc1cc(=O)oc2cc(OCC3CC(c4ccccc4Cl)=NO3)ccc12 (stereo unspecified),39%[activator][38.3 µM],-5%,2.8%,·,21%[46.1 µM],18%,8%
CCSc1nnc(NC(=O)C(Cc2ccccc2)n2cccc2)s1 (stereo unspecified),-11%[38.3 µM],-4%,-0.2%,·,-3%[46.1 µM],4%,-1%
CNC(=O)c1sc(-c2ccccc2)nc1C,20%[38.3 µM],-11%,1.5%,·,?,8%,5%
Cc1cccc[n+]1CC(=O)N1c2ccccc2Sc2ccccc21,32%,0%,-2.6%,2%,19%,-22%[9.22 µM],4%

Carrying on.
canonical_smiles,IMPase Li inh,Luc counter,Epigenetic derep,L3MBTL1 inh,NPSR antag,HttQ103 aggreg,CBFb RUNX1 block
CC(NC(=O)c1ccc(Br)cc1)c1ccccc1 (stereo unspecified),0%,2%,-7.9%,7%,3%,-1%,8%
CCOc1ccc(C(=O)Cc2ccc3oc(C(=O)O)cc3c2)c(O)c1,1%,3%,0.0%,11%,-6%[46.1 µM],17%,2%
CC(NC(=O)C1CCC(C(C)(C)C)CC1)C(c1ccccc1)N1CCOCC1 (stereo unspecified),13%,0%,-0.2%,-9%,-54%,-15%,-4%
Cc1nc2cc(-c3ccccc3)nn2c(C)c1CCC(=O)NC(C)c1ccc2c(c1)OCCO2 (stereo unspecified),2%,0%,2.3%,3%,-7%,-15%,6%[2.36 µM]
COc1ccc(CCN(Cc2cccs2)S(=O)(=O)c2ccc(C(=O)O)cc2)cc1OC,1%,1%,-5.7%,10%,14%,12%[9.22 µM],-3%
O=C(NC1CCCCC1)N(C1=NCCCCC1)c1ccc(Br)cc1,9%,1%,-0.9%,-4%,0%[46.1 µM],17%,-5%
COc1c(Cl)cccc1-c1cn2ccccc2n1,·,·,1.1%,-3%,5%,6%[9.22 µM],4%
CCc1cccc(C)c1NC(=O)CSc1nc(-c2ccccc2F)nc2nc[nH]c12,?,-1%,1.1%,4%,-60%,12%,3%
Cc1ccc(S(=O)(=O)NCC(=O)NCc2ccncc2)cc1,4%,4%,0.0%,11%[11.4 µM],3%,-5%,4%
COc1ccc(CCNC(=O)Cn2cccc2C(=O)c2ccccc2)c(OC)c1,7%,·,0.0%,·,-11%,-1%,-1%

The listing continues.
canonical_smiles,IMPase Li inh,Luc counter,Epigenetic derep,L3MBTL1 inh,NPSR antag,HttQ103 aggreg,CBFb RUNX1 block
CN1CC(O)C2=CC(=O)C(=O)C=C21 (stereo unspecified),7%,·,0.8%,·,·,·,·
NC(=O)C1(c2ccccc2)CCC(=O)N1c1ccccc1 (stereo unspecified),·,·,-0.3%,2%,-20%,3%[9.22 µM],5%
CC1CCN(S(=O)(=O)c2ccc(NC(=O)N3c4ccccc4Sc4ccccc43)cc2)CC1,11%,0%,-1.1%,-2%,-6%[46.1 µM],3%,5%
COc1ccc(/C=N/NC(=O)C2C(C=C(Cl)Cl)C2(C)C)c(OC)c1 (stereo unspecified),17%,2%,-1.9%[10.1 µM],-16%,-48%,-2%[9.22 µM],1%
Cc1nc(NCc2ccccc2)c2nc(-c3ccccc3)n(CC(C)(C)CN(C)C)c2n1,7%,-4%,0.4%,·,·,·,17%
CC(=O)OC[C@H]1O[C@H](CCO/N=C(\C)CCN2CCCc3nc(C)c(C)cc32)C=C[C@@H]1OC(C)=O,1%,-4%,2.0%,-1%,12%,-2%,2%[2.36 µM]
O=C(CCCn1c(=O)[nH]c2ccsc2c1=O)N1CCCCC1,-5%[38.3 µM],2%,0.0%,1%,-7%[46.1 µM],-5%,0%
CCOc1ccccc1/C=N/NC(=O)c1cccc(S(=O)(=O)N2CCOCC2)c1,-2%,-1%,0.6%,16%,-4%,17%,1%
CCC(=O)c1ccc(OCc2ccc(C(=O)OC)o2)c(OC)c1,17%[38.3 µM],6%,4.9%,2%,-20%[46.1 µM],16%[9.22 µM],3%
O=C1CSc2nc3ccccc3n21,-7%[38.3 µM],-3%,-2.0%,-8%,-17%[46.1 µM],3%,-3%

Remaining list, next part.
canonical_smiles,IMPase Li inh,Luc counter,Epigenetic derep,L3MBTL1 inh,NPSR antag,HttQ103 aggreg,CBFb RUNX1 block
COC(=O)c1ccc(N)c(N=CC2=C(O)CC(C)(C)CC2=O)c1,0%,0%,-1.0%,-5%,0%,1%,-7%
COc1ccc(C(=O)NC(=S)NNC(=O)CNC(=O)C2CCCCC2)cc1,5%,0%,0.2%,·,-8%,8%,7%
Cc1cccn2c(NC(=O)c3cccs3)c(-c3ccccc3)nc12,2%,-1%,0.0%,8%,-1%[46.1 µM],9%,-6%
COc1ccc(CNC(=O)CCn2c(=O)[nH]c3ccccc3c2=O)cc1,2%,-1%,2.6%,5%,3%,0%,6%
O=C1C2C(c3ccccc3)C=CC(c3ccccc3)C2C(=O)N1c1ccccn1 (stereo unspecified),7%,0%,0.0%,2%,-24%,-1%,-8%
COc1ccc(OCC(O)Cn2c(=N)n(CCN3CCOCC3)c3ccccc32)cc1 (stereo unspecified),13%[38.3 µM],3%,-4.2%,4%,12%[46.1 µM],21%,5%
COc1ccc(CNC(=O)c2c(C)cc(=O)oc2C)cc1OC,-3%[38.3 µM],0%,-1.0%,·,-3%[46.1 µM],-12%,4%
